Screens (PubChem)
BRCT inh green: qHTS Assay for Inhibitors of BRCT-Phosphoprotein Interaction (Green Fluorophore); BRCA1 BRCT-phosphopeptide binding, green fluorescence polarization; AID 875, 2007; actives 0.05% (n = 75,000); Breast cancer type 1 susceptibility protein (Homo sapiens), P38398; Potency, µM (series often up to 76.9 µM), for inactives: top-dose activity change, negative = inhibition, actives largely listed as inhibitors;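 further: potency means the concentration at half of the fitted maximal effect; plate controls were peptide without protein for full effect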
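Compounds were incubated for 12 min at room temperature with a complex of 100 nM fluorescein-tagged pBACH1 decapeptide and 250 nM His-tagged BRCT protein. Buffer was phosphate pH 7.3 with EDTA, DTT and Tween 20. Disruption of binding lowers the polarization signal.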
BRCT PPI red: qHTS Assay for Inhibitors of BRCT-Phosphoprotein Interaction (Red Fluorophore) | Potency, µM (highest dose often 76.9 µM), for inactives: at the top dose activity change, negative = inhibition, most hits filed as inhibitors | BRCT-phosphopeptide binding, red fluorescence polarization | AID 892, 2007 | actives 0.03% (n = 75,000); further: on the % scale 0 is the no-effect control and ±100 the full control effect
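Fluorescence polarization: 100 nM His-tagged BRCA1 BRCT with 100 nM TAMRA-labelled phospho-BACH1 decapeptide, phosphate buffer pH 7.3 with 150 mM NaCl, DTT, 0.01% Tween 20; 12 min RT. Binding inhibition seen as FP decrease.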
A350 fluor: qHTS Assay for Spectroscopic Profiling in A350 Spectral Region. Compound autofluorescence, 340/450 nm, Alexa 350 dye-equivalents; active compounds read high. actives 11% (n = 59,000). max dye-equivalent concentration, M. AID 590, 2007; in the data active means max dye-equivalent concentration above about 10 nM; inconclusive means mostly about 1.1 nM to 9.6 nM
Caspase-1 inhib: qHTS Assay for Allosteric/Competitive Inhibitors of Caspase-1; P29466; Caspase-1 enzyme, Ac-WEHD-AFC fluorogenic rate; Potency, µM (doses to about 57.5 µM), inactives show top-dose activity change, negative = inhibition, most hits filed as inhibitors; actives 0.03% (n = 75,000); AID 900, 2007;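 further: potency means the concentration at half of the fitted maximal effect; plate controls were vehicle for no effect and no substrate for full effect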
Fluorescein autfl: qHTS Assay for Spectroscopic Profiling in Fluorescein Spectral Region | Compound autofluorescence, 480/540 nm, fluorescein-equivalent; active compounds read high | max fluorescein-equivalent concentration, M | actives 0.91% (n = 59,000) | AID 593, 2007; in the data active means max fluorescein-equivalent concentration above about 10 nM; inconclusive means between about 1.1 nM and that limit
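Spectral profiling of library compounds in the fluorescein window (480 nm excitation, 540 nm emission) after 15 min at room temperature in pH 8.0 Tris (100 mM). Values are dye-equivalent concentrations.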
USP2a inh: qHTS Assay for Inhibitors of Ubiquitin-specific Protease USP2a; Ubiquitin carboxyl-terminal hydrolase 2 (Homo sapiens), O75604; USP2a enzymatic assay, qHTS inhibition; Potency, µM (doses to about 38.3 µM), inactives show at the highest dose activity change, negative = inhibition, most hits filed as inhibitors; actives 0.1% (n = 60,000);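 further: potency means the concentration at half of the fitted maximal effect; nearly all actives have a fitted effect of over 60% in size; plate controls were DMSO for no effect and NEM full inhibition control for full effect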
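USP2 core (20 nM final) was preincubated with compound for 30 min at RT in 20 mM Tris-HCl pH 8.0, 2 mM CaCl2, 2 mM beta-mercaptoethanol; Ub-PLA2 (20 nM) plus NBD C6-HPC (20 uM) then added, fluorescence read after 2.5 h.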
Rhodamine autofl: qHTS Assay for Spectroscopic Profiling in Rhodamine Spectral Region. Rhodamine-region fluorescence, 547/598 nm, Tris buffer; active compounds read high. max dye-equivalent concentration, M. actives 0.05% (n = 59,000); in the data active means max dye-equivalent concentration above about 11 nM; inconclusive means between about 1.1 nM and that limit
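Read-out is relative fluorescence at 547 nm excitation and 598 nm emission, expressed as dye-equivalent concentration using rhodamine standards on every plate. Each compound was profiled across a concentration series after 15 min in 100 mM Tris, pH 8.0.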
Caspase-7 inhib: qHTS Assay for Allosteric/Competitive Inhibitors of Caspase-7 | recombinant caspase-7, Ac-DEVD-AFC fluorescence rate | Potency, µM (doses to about 57.5 µM), for the others: at the top dose activity change, negative = inhibition, most hits filed as inhibitors | actives 0.02% (n = 75,000) | AID 889, 2007; active means well fitted inhibition curve with a large enough effect in the main read-out, with a control signal flat, not every such curve was filed as active; inconclusive means small, poorly fitted or top-dose-only effect, or a change in a side signal; further: potency means the concentration at half of the fitted maximal effect; % of control where 0% means no effect
4MU fluor: qHTS Assay for Spectroscopic Profiling in 4-MU Spectral Region. compound autofluorescence, 340/450 nm, 4-MU equivalents; active compounds read high. max dye-equivalent concentration, M. actives 11% (n = 59,000). AID 589, 2007; in the data active means max dye-equivalent concentration above about 10 nM; inconclusive means mostly about 1.1 nM to 9.6 nM
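Compounds in 100 mM Tris, pH 8.0, incubated 15 min at room temperature, then fluorescence read at 340 nm excitation/450 nm emission. Signal converted to 4-MU dye-equivalent concentration using an on-plate six-point 4-MU standard curve.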
Texas Red fluor: qHTS Assay for Spectroscopic Profiling in Texas Red Spectral Region | Compound fluorescence, Texas Red channel, 547/618 nm; active compounds read high | max dye-equivalent concentration, M | actives 0.06% (n = 59,000) | AID 587, 2007; in the data active means max dye-equivalent concentration above about 10 nM; inconclusive means between about 1.1 nM and that limit
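Compound titrations in 100 mM Tris pH 8.0 were incubated 15 min at room temperature and read at 547 nm excitation / 618 nm emission. Texas Red six-point standard curve on each plate converted fluorescence to dye-equivalent concentration.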
HEK293 cAMP cs: qHTS Assay for Agonists of the Thyroid Stimulating Hormone Receptor: Activators of Intracellular cAMP Concentrations in Parental HEK 293; Potency, µM (titrated, usually from 57.1 µM), for inactives: top-dose activation, most hits filed as activators; parental HEK293 CNG cAMP sensor, membrane potential fluorescence; AID 938, 2007; actives 2.5% (n = 73,000); further: potency means the concentration at half of the fitted maximal effect; % of control where 0% means no effect; nearly all actives have a fitted effect of over 55% in size
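Parental HEK 293 cells stably expressing a cAMP-gated CNG channel were loaded with membrane potential dye containing 100 uM RO 20-1724 for 60 min. Compound added for 30 min; depolarization read as fluorescence intensity at 590 nm.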
An asterisk follows results filed as active; i = inactive; ? = inconclusive; · = not tested or not shown; [ ] = dose if it differs, or a comment. Unless noted, the call rests on the fitted dose curve; in most records, active means well fitted curve in the direction sought with a large enough effect; inconclusive means small, poorly fitted or top-dose-only effect, or another doubt; inactive means no such curve, though single readings can be large; an effect the other way counts as inactive or inconclusive.

Below each compound – Rhodamine autofl | USP2a inh | 4MU fluor | HEK293 cAMP cs | A350 fluor | BRCT PPI red | BRCT inh green | Caspase-7 inhib | Fluorescein autfl | Caspase-1 inhib | Texas Red fluor
> CC(=O)N1CC=C2C(C#N)=C(N)C(C#N)(C#N)[C@H](c3ccoc3)[C@H]2C1
→ i | · | 7.7e-08M* | · | 9.3e-08M* | · | · | · | 3.1e-08M* | · | i
> COc1ccc(Oc2ncc3nc(CCc4ccccc4)c(=O)n(C)c3n2)cc1
→ i | 76%[activator] | i | ? | i | -1.5% | -2.0% | -10% | i | -11% | i
> c1ccc(CSc2ncccn2)cc1
→ i | -4% | i | 1% | i | 0.6% | -1.7% | 0% | i | 0% | ?
> COc1cc(NC(=O)CC(C)C)ccc1NC(=O)c1ccco1
→ · | 9%[7.66 µM] | · | 9%[11.4 µM] | · | 1.0% | -3.1% | 0% | · | 0% | ·
> CC1CCCC(C(=O)O)N1C(=O)CCSC(=O)c1ccccc1 (stereo unspecified)
→ i | -9% | 2.5e-08M* | -1% | 3e-08M* | 0.9% | 0.0% | -7% | i | -5% | i
> Cc1nc(NCc2ccccc2)c2nc(-c3ccccc3)n(CCCN(C)C)c2n1
→ · | · | · | ? | · | 0.2% | 0.6% | 0% | · | -1% | ·
> COc1cccc(-c2nc3n(n2)C(c2cccs2)C(C(=O)Nc2cccnc2)=C(C)N3)c1 (stereo unspecified)
→ · | · | · | 0% | · | 1.4% | -0.4% | -1% | · | 7% | ·
> CCCCCC(=O)N1CCN(CCN=CC2=C(O)CC(c3ccc(OC)cc3)CC2=O)CC1 (stereo unspecified)
→ i | 31% | i | ? | i | 1.0% | -0.7% | 2% | i | -4% | i
> N#Cc1c(SCC(N)=O)nsc1SCc1ccccc1Cl
→ i | -10% | i | 28% | i | 0.2% | -0.3% | -1% | ? | -1% | ?
> Cc1ccc(-c2nnn(CC(=O)N(Cc3cccs3)C(C(=O)NC(C)(C)C)c3ccco3)n2)o1 (stereo unspecified)
→ i | 45%[activator] | i | 1µM* | i | -1.2% | 2.2% | -2% | ? | 2% | ?
> COc1cc(C2NC(=O)NC(O)(C(F)(F)F)C2C(=O)c2ccc(Cl)cc2)ccc1O (stereo unspecified)
→ i | 0% | i | ? | i | -2.7% | -3.5% | -1% | i | -1% | i
> CCC1C(C#N)=C(SC)NC2=C1C(=O)CC(C)(C)C2 (stereo unspecified)
→ · | 7%[7.66 µM] | · | 9%[11.4 µM] | · | 2.6% | 0.1% | -15% | · | ? | ·
> CN1CCN(S(=O)(=O)c2ccc(N)cc2)CC1
→ · | · | · | 19% | · | -3.4% | -2.9% | 1% | · | 2% | ·
> Cc1nc(NC(=O)CCC(=O)O)sc1C(=O)N(C)C
→ i | -3% | i | -1% | i | 0.6% | -1.3% | -2% | i | 4% | i
> Cn1c(=O)c2c(nc(NCc3ccco3)n2CC(O)COc2ccccc2)n(C)c1=O (stereo unspecified)
→ i | 19% | i | -2% | i | 0.3% | -3.4% | 0% | ? | 3% | ?
> O=C(CN1C(=O)c2ccccc2C1=O)[C@@H](O)CN1C(=O)c2ccccc2C1=O
→ i | · | i | -7%[11.4 µM] | i | -2.7%[15.4 µM] | -1.3%[15.4 µM] | -3%[11.5 µM] | i | 5%[11.5 µM] | i
> COc1ccc(Br)cc1C(=O)Nc1cccc(-c2nnc(-c3ccco3)o2)c1
→ i | 31%[activator] | i | 30% | i | 0.2% | 1.7% | 3% | i | -1% | i
> COc1ccccc1C1/C(=C(/O)c2ccc(C)cc2)C(=O)C(=O)N1CC(C)O (stereo unspecified)
→ i | 8% | i | -6% | i | -0.4% | -2.5% | 1% | i | 1% | i
> O=C(NCc1ccccc1)[C@H]1C[C@@H]1[C@H](NP(=O)(c1ccccc1)c1ccccc1)c1ccccc1
→ · | · | · | 21% | · | -0.3% | -1.6% | -1% | · | -2% | ·
> CCC(=O)Nc1ccc2c(c1)nc(CCN1CCN(C)CC1)n2C
→ i | -3% | i | 2% | i | 0.5% | -0.4% | 0% | i | 1% | i
> Cc1csc(SCCn2c(N3CCOCC3)nc3c2c(=O)[nH]c(=O)n3C)n1
→ · | · | · | 5% | · | 0.4% | -0.1% | 0% | · | 0% | ·
> O=C(CCC1CCCCC1)NCc1ccncc1
→ i | 0% | i | 2% | i | -0.9% | -1.2% | 1% | i | 0% | ?
> CC(C)CO/N=C1/[C@H]2O[C@@H]2[C@@H](O)[C@H]2[C@H]1CCn1c(=O)n(Cc3cc4c(cc3Cl)OCO4)c(=O)n12
→ · | · | · | 1%[11.4 µM] | · | 0.5%[15.4 µM] | -0.1%[15.4 µM] | 0%[11.5 µM] | · | -2%[11.5 µM] | ·
> COc1ccc(CNc2ccnc(-c3ccoc3)n2)c(OC)c1
→ i | 162%[activator] | i | ? | i | 0.0% | 1.2% | -9% | i | -8% | i
> CCN1CCCC1CNC(=O)c1ccc(N2CCCC2=O)cc1 (stereo unspecified)
→ i | -1% | 1e-08M* | 3% | 1e-08M* | 0.3% | -0.6% | -3% | i | 3% | i
> O=C(NCCN1CCOCC1)c1c(F)c(F)c(F)c(F)c1F
→ i | 0% | i | 3% | i | -1.2% | -0.1% | 0% | ? | -1% | ?
> CC1CN(S(=O)(=O)c2cccc(-c3cn4ccccc4n3)c2)CC(C)O1 (stereo unspecified)
→ i | 22% | i | 5% | i | -1.7% | 2.1% | 1% | ? | -3% | i
> COc1ccc(C(=O)N2CCCC(c3nc(-c4cccs4)no3)C2)cc1OC (stereo unspecified)
→ i | -3% | i | ? | i | -0.3% | 1.7% | 0% | i | -1% | i
> COCCN(C(=O)CNC(=O)c1cccs1)C(C(=O)NC1CCCC1)c1cccs1 (stereo unspecified)
→ i | -3% | i | 15% | i | 0.7% | 0.4% | 0% | i | 1% | ?
> COc1ccc(Cn2nnnc2C(c2cc3cc(C)ccc3[nH]c2=O)N2CCOCC2)cc1 (stereo unspecified)
→ i | 16% | 7.9e-08M* | 7% | 7e-08M* | -1.1% | 10% | -3% | i | -2% | i
> CCOC(=O)c1ccc(NC(=O)COc2ccc(S(=O)(=O)NC(C)C)cc2)cc1
→ i | -1% | i | 7% | i | 0.4% | -4.4% | 1% | i | -2% | ?
> N#Cc1c(-c2ccccc2)cc(C2CC2)nc1N
→ i | -5% | 5e-08M* | ? | 5.7e-08M* | -2.2% | 1.9% | -2% | i | -1% | i
> CCCCCCCCCCCCCCCCCCNC(=O)OC[C@@H](COP(=O)([O-])OCC[n+]1ccsc1)OC
→ i | 18% | i | ? | i | -1.0% | -4.4% | -1% | ? | -1% | ?
> Cc1cc(C)n(-c2cc(N3CCOCC3)ncn2)n1
→ · | · | · | 0% | · | -1.1% | 1.7% | -2% | · | -1% | ·
> CCC(=O)OCc1cc2cccc(C)c2[nH]c1=O
→ i | -1% | ? | 1% | ? | -1.8% | -0.8% | -1% | ? | -1% | i
> CC(C)COC(=O)N1CCCC1C(=O)Nc1nccs1 (stereo unspecified)
→ i | 1% | i | 10% | ? | -0.6% | -2.0% | 0% | ? | -4% | i
> O=C(Nc1ccccc1C(F)(F)F)c1ccc(F)c(S(=O)(=O)N2CCOCC2)c1
→ i | 8% | i | 13% | ? | -1.6% | -0.9% | 0% | ? | 2% | i
> Nc1ccccc1C#Cc1ccccc1
→ · | · | · | -7% | · | 0.1% | -4.2% | -4% | · | -1% | ·
> CCN(C(=O)Cn1c(=O)oc2ccccc21)c1cccc(C(F)(F)F)c1
→ i | 6% | i | 9% | i | -1.3% | 1.2% | 1% | i | -1% | i
> CCc1ccccc1NC(=O)N[C@@H](C)C(=O)O
→ i | 0% | ? | 9% | ? | -1.1% | -0.3% | 0% | i | -1% | i
> COc1ccc2c3c1OC1CC(O)C=C[C@@]31CCN(C)C2 (stereo partly specified)
→ · | 3% | · | · | · | -1.7% | -1.5%[3.08 µM] | 1% | · | 2% | ·
> CCN(CC)C1CC(=O)N(c2cccc(C)c2)C1=O (stereo unspecified)
→ · | · | · | 1% | · | -0.4% | 2.0% | -1% | · | -1% | ·
> CCOc1ccccc1C(=O)NCC(=O)OCC(=O)c1ccc2c(c1)OCCO2
→ i | -3% | i | ? | i | -0.1% | -1.2% | -1% | i | -2% | i
> COc1ccc(CCCNC(=O)CC#N)cc1OC
→ i | · | ? | · | ? | · | · | · | ? | · | i
> CCOc1cccc(-c2nnc3sc(C4CCCCC4)nn23)c1
→ i | · | i | · | i | · | · | · | i | · | i
> CCC(C)NC(=O)Cn1cccc1C(=O)c1ccccc1 (stereo unspecified)
→ i | -15% | i | 5% | i | 0.3% | -0.1% | -2% | ? | 1% | i
> COc1ccccc1-c1nnc(NC(=O)c2ccc(S(=O)(=O)N(C)C)cc2)o1
→ i | 10% | i | 8% | i | 0.4% | -0.5% | 0% | i | -3% | i

These rows are one share of the data; the hit share may differ from the screen's.
